# Screens deposited in PubChem BioAssay by several laboratories.
# HDAC3 inh: inhibitors of human histone deacetylase 3 | 320,000 tested, 0.15% active | recombinant HDAC3, fluorogenic peptide/trypsin coupled, fluorescence | AID 2718 | inhibition, % at 8.3 µM | O15379; in the data active = inhibition above about 26%, passing the limit was not always enough
# Target sequence (O15379 whole entry, looked up): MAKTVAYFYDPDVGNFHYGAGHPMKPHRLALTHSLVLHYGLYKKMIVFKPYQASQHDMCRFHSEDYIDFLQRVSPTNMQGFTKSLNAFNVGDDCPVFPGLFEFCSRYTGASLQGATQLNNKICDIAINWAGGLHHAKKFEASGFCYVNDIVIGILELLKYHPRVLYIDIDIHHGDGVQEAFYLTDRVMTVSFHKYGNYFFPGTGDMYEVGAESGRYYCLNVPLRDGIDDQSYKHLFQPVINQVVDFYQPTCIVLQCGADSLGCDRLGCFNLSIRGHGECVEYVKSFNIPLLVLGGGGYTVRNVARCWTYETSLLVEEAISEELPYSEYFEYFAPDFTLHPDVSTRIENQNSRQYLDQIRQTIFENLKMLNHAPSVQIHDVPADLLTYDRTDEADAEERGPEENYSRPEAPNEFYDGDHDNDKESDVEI
# KCNK3 inh: human KCNK3 channel inhibition, primary screen; B-score at 10 µM; 340,000 tested, 0.84% active; O14649; CHO-KCNK3 thallium flux, FluxOR fluorescence; active compounds read low;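 active = B-score under library mean minus 4 SD, starting fluorescence ratio at most library mean plus 5 SD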;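 note: more negative B-score means stronger inhibition of thallium flux through KCNK3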
# Target sequence (O14649 whole entry, looked up): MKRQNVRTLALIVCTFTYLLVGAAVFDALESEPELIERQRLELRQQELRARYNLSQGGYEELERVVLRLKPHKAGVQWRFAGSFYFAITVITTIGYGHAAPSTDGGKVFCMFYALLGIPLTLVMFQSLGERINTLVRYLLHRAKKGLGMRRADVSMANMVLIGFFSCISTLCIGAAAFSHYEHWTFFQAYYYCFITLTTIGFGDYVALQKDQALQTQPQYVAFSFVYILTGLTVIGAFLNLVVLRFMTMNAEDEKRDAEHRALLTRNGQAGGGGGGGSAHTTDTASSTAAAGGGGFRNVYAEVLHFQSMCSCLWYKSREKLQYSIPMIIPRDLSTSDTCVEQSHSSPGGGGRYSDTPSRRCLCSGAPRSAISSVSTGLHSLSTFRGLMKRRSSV
# hERG rescue: compounds protecting human hERG from proarrhythmic drug block; Q12809; CHO-hERG, FluxOR thallium flux, dofetilide IC70 present; activation (rescue from dofetilide block), less the hit threshold, % at 10 µM; 310,000 tested, 0.51% active; AID 1511;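 active = activation above the mean of controls blocked by dofetilide plus 5 SD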;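 note: thallium influx through hERG after potassium depolarization seen as dye fluorescence rise; in these data hits start at about 4.7%; inactives centre near -7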
# TMEM16A inh: mouse TMEM16A channel inhibition, primary screen; 310,000 tested, 1.2% active; HEK293 TMEM16A/YFP iodide influx fluorescence, ionomycin; AID 588511; normalized B-score (activity score, 25-100; higher = stronger inhibition) at 10 µM;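 active = ratio plate-corrected score three or more library SD toward inhibition, starting fluorescence score within five deviations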;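 note: score derived from kinetic fluorescence span divided by baseline fluorescence per well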
# RGS4 pot: potentiators or activators of RGS4; 310,000 tested, 0.92% active; AID 463111; HEK293 M3R/inducible RGS4, carbachol calcium flux Fluo4; active compounds read low; B-score at 10 µM;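 active = B-score of the integrated calcium signal more than 4 SD below the library mean, with starting fluorescence not abnormally high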;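 note: negative B-score means reduced calcium response which marks RGS4 activation or potentiation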
#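 Reagent: ECmax carbachol challenge; Test system: M3R-expressing HEK293 line, RGS4 induced by doxycycline; Schedule: overnight RGS4 induction, 30 min dye load 37 °C, 20 min compound RT; Detection: calcium dye Fluo4 fluorescence; Read-out: Agonist-evoked peak-minus-minimum fluorescence over baseline, integrated ratio, B score.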
# SKKanGAS inh: blocks kanamycin growth of S. pyogenes SKKanGAS strain; BacTiter-Glo, 6 h; inhibition, % at 7.5 µM; 300,000 tested, 1.3% active; AID 1662;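 active = mean replicate score, as percent of positive control median, at least 50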;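 note: strain carries kanamycin resistance gene driven by streptokinase promoter and grows in 40 µg/ml kanamycin; loss of luminescence reflects streptokinase promoter inhibition or plain growth inhibition; 0% = median of DMSO wells and 100% = positive control at its reference dose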
# RGS4 block: human RGS4 inhibition; P49798; HEK293 M3R/RGS4 inducible, Fluo-4 calcium flux; active compounds read high; triggered by carbachol at its EC20; B-score at 10 µM; 310,000 tested, 0.45% active; AID 463165;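 active = B-score, a plate-corrected calcium signal, over three deviations above library mean, with baseline fluorescence within five deviations of library mean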;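 note: RGS4 expression induced by doxycycline in cells with stable M3 receptor; B-score is computed from the integrated fluorescence ratio over baseline after carbachol; higher B-score means a larger calcium signal and so more RGS4 inhibition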
# Target sequence (P49798 whole entry, looked up): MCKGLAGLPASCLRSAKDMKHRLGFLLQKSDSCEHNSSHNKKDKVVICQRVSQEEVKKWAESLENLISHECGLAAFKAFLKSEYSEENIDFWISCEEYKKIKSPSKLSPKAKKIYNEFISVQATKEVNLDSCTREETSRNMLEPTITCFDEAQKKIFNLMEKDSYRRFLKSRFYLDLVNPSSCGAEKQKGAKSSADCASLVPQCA
# KCNQ1 act: potentiates or activates the human KCNQ1 potassium channel. 310,000 tested, 0.35% active. P51787. B-score at 10 µM. AID 2648. CHO-K1 KCNQ1, thallium flux FluxOR fluorescence; active compounds read high;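 active = fluorescence ratio B-score, a plate-corrected score, at least three library SD, with initial intensity B-score within 5 SD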
#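 System: Stable KCNQ1 CHO-K1 line | Incubation: 90 min dye loading and 20 min compound exposure, both at room temperature | Measure: Ratio B score | Medium: Assay buffer for compound exposure, DMSO matched across wells | Compound dosing: Single-concentration screen | Probe or stimulus: K+/Tl+ depolarizing stimulus | Measured by: Kinetic FluxOR fluorescence, 10 s baseline plus 110 s post-stimulus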
# KCNQ1 inh: human KCNQ1 channel inhibition; P51787; 310,000 tested, 1.3% active; B-score at 10 µM; CHO-K1 KCNQ1, FluxOR thallium flux fluorescence; active compounds read high; AID 2642;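 active = compounds whose thallium flux B-score, printed positive for inhibition, exceeds three library SD while starting fluorescence stays within three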;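 note: channel opened by potassium depolarization with thallium stimulus after 20 min compound exposure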
# TMEM16A act: mouse TMEM16A channel activation, primary screen; B-score at 10 µM; HEK293 TMEM16A/YFP-H148Q/I152L, iodide quench fluorescence; active compounds read low; Q8BHY3; 340,000 tested, 0.3% active;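 active = fluorescence-ratio B-score plate-corrected deviation score at least 3 library SD below zero, with starting fluorescence score within 5 deviations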;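 note: channel opened by trigger with iodide after compound preincubation; score built on the fluorescence ratio of max minus min over baseline; more negative score means more quench and so TMEM16A activation or potentiation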
# KCNK9 block: blocks the human KCNK9 two-pore domain potassium channel; AID 488922; Q9NPC2; 310,000 tested, 1.2% active; B-score at 10 µM; HEK293 KCNK9, FluxOR thallium flux fluorescence; active compounds read low;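 active = ratio B-score over 3 SD below the library mean, with starting fluorescence within 5 SD of its mean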;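 note: negative B-score means less thallium flux so channel inhibition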
# * marks the source's active call; other numbers are inactive results; i = inactive; . = not tested or not shown.
SMILES,HDAC3 inh,KCNK3 inh,hERG rescue,TMEM16A inh,RGS4 pot,SKKanGAS inh,RGS4 block,KCNQ1 act,KCNQ1 inh,TMEM16A act,KCNK9 block
CCCCC(CC)CNC(=O)CN1C(=O)NC2(CCc3ccccc32)C1=O (stereo not drawn),0.4,i,-11.2,i,i,-0.7,i,i,i,i,i
CC(C)c1ccc(N2C(=O)CC(Sc3nc4ccccc4o3)C2=O)cc1 (stereo not drawn),6.2,i,-9.2,i,i,7.3,i,i,i,i,i
COc1cc(C(=O)NCCNC(=O)c2cnccn2)cc(OC)c1OC,-1.3,i,-8.2,i,i,-1.8,i,i,i,i,i
CC(Oc1ccc2c3c(c(=O)oc2c1)CCC3)C(=O)NCCCn1ccnc1 (stereo not drawn),4.9,i,-5.8,i,i,0.8,i,i,i,i,i
COc1ccccc1NC(=O)COn1nnc2ccc(S(=O)(=O)N3CCOCC3)cc21,1.8,i,-5.4,i,i,-5.3,i,i,i,i,i
Cc1c(Cl)cccc1NC(=O)CCN1CCCCCC1,-2.5,i,-1.6,i,i,-9.5,i,i,i,i,i
CC12C(=O)N(c3ccc(C(=O)N4CCOCC4)cc3)C(=O)C1C1c3ccccc3C2c2ccccc21 (stereo not drawn),10.9,.,-7.4,i,i,-9.6,i,i,i,.,i
COc1cc(Cl)c(CN2CCCC(CO)(Cc3ccccc3)C2)cc1OC (stereo not drawn),3.0,i,-4.7,i,i,-0.7,i,i,i,i,i
O=C(CC(c1ccccc1)c1ccccc1)Nc1ccc2c(c1)OCCO2,5.2,i,-5.9,i,i,15.6,i,i,i,i,i
CCC(=O)N1CCc2cc(S(=O)(=O)NC(C(=O)NC3CCCc4ccccc43)C(C)C)ccc21 (stereo not drawn),.,i,-10.3,i,i,5.5,i,i,i,i,i
O=C1C2C(c3ccccc3)(C(=O)N1c1ccc(Cl)cc1)C2(c1ccccc1)c1ccccc1 (stereo not drawn),9.5,i,-7.1,i,i,-8.9,i,i,i,i,i
OCCNCc1ccc(-c2ccccc2)cc1,-1.0,i,-5.8,i,i,0.2,i,i,i,i,i
O=C(Nc1cccnc1)c1cc(-c2ccc(F)cc2)on1,0.5,i,-8.7,i,i,-9.2,i,i,i,i,i
CCc1ccc2[nH]c(=O)c(-c3ccccc3)c(O)c2c1,-5.6,i,-3.7,i,i,1.7,i,i,i,i,i
CCc1nc2oc3ccccc3c(=O)c2cc1C(=O)OC,4.5,i,-4.1,i,i,-2.1,i,i,i,i,i
CCc1nnc(SCC(=O)N2CCc3ccccc32)n1CC,.,i,-3.1,i,i,-0.5,i,i,i,i,i
CCC1CN(C(=O)N2CCC(C(=O)NCc3ccccc3C)CC2)c2ccccc2O1 (stereo not drawn),4.9,i,-12.3,i,i,6.2,i,i,i,i,i
O=C(NC(=S)Nc1ccccc1N1CCOCC1)c1cccc([N+](=O)[O-])c1,.,i,-10.7,i,i,4.0,i,i,i,i,i
Cc1c2cnn(CC(=O)NCCN3CCOCC3)c(=O)c2c(C)n1Cc1ccccc1,0.7,i,-2.0,i,i,-2.2,i,i,i,i,i
O=C(Cn1cnc([N+](=O)[O-])c1)c1ccc(Cl)cc1,-1.4,i,-10.4,i,i,-3.7,i,i,i,i,i
CCC(C)(C)n1nnnc1C(c1ccc2ncccc2c1)N1CCCCCC1 (stereo not drawn),-0.3,i,-8.2,i,i,3.4,i,i,i,i,i
Cc1nn(-c2ccccc2)c(C)c1/C=N/NC(=O)c1cc(-c2ccccc2)n[nH]1,-2.1,i,-30.1,i,i,29.7,i,i,i,i,i
NC(=O)c1cc2ccccc2o/c1=N/NC(=O)c1ccccc1,0.2,i,-7.0,i,i,5.3,i,i,i,i,i
CC(/C=C1\SC(=S)N(CCC(=O)Nc2cccc(C(=O)O)c2)C1=O)=C\c1ccccc1,3.2,i,-14.4,i,i,111.7*,i,i,i,i,i
CCOC(=O)/C(=C/Nc1ccc(F)c(F)c1)[N+](=O)[O-],2.5,i,-6.0,i,i,-2.6,i,i,i,i,i
COCCNC(=O)c1ccc(-n2c(SCc3cc(F)ccc3F)nc3ccccc3c2=O)cc1,-14.7,i,-9.0,i,i,18.4,i,i,i,i,i
COc1ccc(-c2csc(NC(=O)CSCC(=O)Nc3cc(C)on3)n2)cc1OC,-2.8,i,-16.5,i,i,5.0,i,i,i,i,i
CN1C(=O)CSc2ccc(NC(=O)NCc3ccc(F)cc3)cc21,0.1,i,-9.0,i,i,11.4,i,i,i,i,i
O=C(OCc1c(Cl)cccc1Cl)c1ccccn1,3.8,i,-4.5,i,i,5.6,i,i,i,i,i
COc1cc(/C=N/NC(=S)NC2CC3CCC2C3)ccc1O (stereo not drawn),5.4,i,-3.1,i,i,-31.5,i,i,i,i,i
COC(=O)c1cc(C)sc1NC(=O)C1CC=CCC1C(=O)O (stereo not drawn),1.3,i,-9.8,i,i,-2.4,i,i,i,i,i
COc1cc(F)ccc1S(=O)(=O)NCc1cccnc1,-7.2,i,-8.2,i,i,-2.3,i,i,i,i,i
Cc1c(NC(=O)c2ccc3c(c2)C(=O)N(CC2CCCO2)C3=O)cccc1C(=O)O (stereo not drawn),-3.9,i,-3.3,i,i,-5.8,i,i,i,i,i
COc1ccc(Nc2nc(N)nc(CN3CCC(C)CC3)n2)cc1,0.3,i,-14.9,i,i,2.3,i,i,i,i,i
O=C(NCc1ccccn1)c1cc(-c2ccccc2Cl)nc2ccccc12,9.9,i,-7.4,i,i,-6.6,i,i,i,i,i
O=C(c1ccco1)N1CCN(c2ncnc3c2oc2ccccc23)CC1,-2.4,i,-8.2,i,i,-7.4,i,i,i,i,i
O=C(NC1CC1)c1cc(=O)c2ccccc2o1,4.2,i,-2.3,i,i,13.8,i,i,i,i,i
CC(NC(=O)Cc1cccs1)C(c1cccs1)N1CCN(c2ccccc2)CC1 (stereo not drawn),-4.2,i,-4.7,i,i,0.2,i,i,i,i,i
CCc1cccc(NC(=O)Cn2c(=O)n(CCC(=O)NCC3CCCO3)c(=O)c3cc(OC)c(OC)cc32)c1 (stereo not drawn),4.5,i,-7.6,i,i,13.5,i,i,i,i,i
CCOc1ccc(-n2c(=O)c3sccc3n(Cc3cccc([N+](=O)[O-])c3)c2=O)cc1,2.3,i,-15.3,i,i,-5.2,i,i,i,i,i
CCOC(=O)N1CCC(Nc2c(Nc3ccc(F)cc3)c(=O)c2=O)CC1,0.4,i,-5.8,i,i,-1.8,i,i,i,i,i
Cn1ncc(Cl)c1C(=O)N1CCN(c2ncccn2)CC1,-5.8,i,-8.2,i,i,-1.2,i,i,i,i,i
O=C(CCCn1c(=O)c2cccn2c2cccnc21)N1CCN(c2ccccc2F)CC1,-4.9,i,-5.4,i,i,0.1,i,i,i,i,i
c1ccc(-c2nc3ccccc3c3nc4ccccc4n23)cc1,3.2,i,-4.2,i,i,-3.1,i,i,i,i,i
O=C(COC(=O)Cc1cccc2ccccc12)Nc1ccccc1-c1ccccc1,10.2,i,-6.5,i,i,16.5,i,i,i,i,i
COc1ccc(-c2cc([C@H]3[C@@H]4C=CCC[C@@]4(C)C(=O)N3Cc3ccccc3)ccc2F)cc1,3.9,i,-12.3,i,i,41.3,i,i,i,i,i
O=S(=O)(c1cccs1)n1cccn1,-0.1,i,-8.3,i,i,-2.9,i,i,i,i,i
Cc1cccc(-n2c(N)cc(=O)nc2SCC(=O)Nc2nnc(C)s2)c1,.,i,-6.3,.,i,13.6,i,i,i,i,i
CN(C)c1cc[n+](Cc2c(Cl)cccc2Cl)cc1,-1.1,i,-15.3,i,i,-5.5,i,i,i,i,i
COc1cccc(CNC(=O)C2CCCN(S(=O)(=O)c3c(C)[nH]c(=O)[nH]c3=O)C2)c1 (stereo not drawn),-6.2,i,-0.9,i,i,-12.0,i,i,i,i,i

# A second format for 2 compounds above.
# Values run as follows: HDAC3 inh	KCNK3 inh	hERG rescue	TMEM16A inh	RGS4 pot	SKKanGAS inh	RGS4 block	KCNQ1 act	KCNQ1 inh	TMEM16A act	KCNK9 block
> Cc1cccc(-n2c(N)cc(=O)nc2SCC(=O)Nc2nnc(C)s2)c1
  .	i	-6.3	.	i	13.6	i	i	i	i	i
> O=C(COC(=O)Cc1cccc2ccccc12)Nc1ccccc1-c1ccccc1
  10.2	i	-6.5	i	i	16.5	i	i	i	i	i

# (list continues)
SMILES,HDAC3 inh,KCNK3 inh,hERG rescue,TMEM16A inh,RGS4 pot,SKKanGAS inh,RGS4 block,KCNQ1 act,KCNQ1 inh,TMEM16A act,KCNK9 block
Cc1cc(C)cc(NC(=S)NC(=O)CCN2C(=O)c3ccccc3C2=O)c1,0.3,i,-9.8,i,i,-1.5,i,i,i,i,i
Cc1ccc(-n2c3nc(=O)[nH]c(=O)c-3cc3c(C)nn(-c4ccccc4)c32)c(C)c1,-19.1,i,2.0,i,i,2.8,i,i,i,i,i
CCc1nc(SCC(=O)NCC2CCCO2)c2c(=O)n(C)c(=O)n(C)c2n1 (stereo not drawn),4.6,i,-4.1,i,i,-0.7,i,i,i,i,i
CC(=O)Nc1ccc(-c2csc(NCc3ccco3)n2)cc1,4.6,i,-6.7,i,i,-2.4,i,i,i,i,i
CCOC(=O)/C(C#N)=C/c1cn(CCC(=O)O)nc1-c1cccc(Br)c1,2.0,i,-8.8,i,i,13.0,i,i,i,i,i
Cc1ccc(-c2nc(CS(=O)(=O)CC(=O)NC3CC3)c(C)o2)cc1,-0.3,i,-8.8,i,i,21.0,i,i,i,i,i
COCCN(C(=O)C(C)C)c1nnc(-c2ccc(C(C)(C)C)cc2)s1,6.6,i,-11.6,i,i,21.2,i,i,i,i,i
COc1ccc(CC(=O)Nc2cc(Cl)ccc2O)cc1,-2.4,i,-11.4,i,i,-0.3,i,i,i,i,i
CC(=O)N1CCN(C(=O)c2ccc(S(=O)(=O)Nc3ccccc3C)cc2)CC1,-5.3,i,-4.2,i,i,-2.9,i,i,i,i,i
CC(C)(C)N(Cc1ccccc1)C(=O)COC(=O)CNC(=O)c1ccco1,-4.4,i,-14.1,i,i,-2.4,i,i,i,i,i
CC(NC(=O)c1ccccc1SCC(=O)N1CCCC1)c1ccc(F)cc1 (stereo not drawn),0.3,i,-8.8,i,i,-1.2,i,i,i,i,i
Nc1nc(Cl)cc(Sc2ccc3ccccc3c2)n1,2.6,i,-4.9,i,i,30.1,i,i,i,i,i
O=C1CC(c2ccccc2)CN1Cc1ccccc1 (stereo not drawn),0.9,i,-11.5,i,i,-0.6,i,i,i,i,i
